MEKK3 PB1 HTS = MEKK3-MEK5 PB1 interaction, increase or decrease. AID 1529. binding response (% of control), % at 10 µM. bead-based flow cytometry, Alexa488-MEK5 binding to MEKK3; actives lie on both sides; 0 = blocked by unlabeled MEK5, 100 = vehicle. Q99759. hit rate 1.4% among 290,000;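 active = binding response more than 3 SD above or below the average of its plate-row segment, actives on both sides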;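 note: Alexa488 bead fluorescence after subtracting the streptavidin-only scavenger bead signal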
Target sequence (Q99759 whole entry, looked up): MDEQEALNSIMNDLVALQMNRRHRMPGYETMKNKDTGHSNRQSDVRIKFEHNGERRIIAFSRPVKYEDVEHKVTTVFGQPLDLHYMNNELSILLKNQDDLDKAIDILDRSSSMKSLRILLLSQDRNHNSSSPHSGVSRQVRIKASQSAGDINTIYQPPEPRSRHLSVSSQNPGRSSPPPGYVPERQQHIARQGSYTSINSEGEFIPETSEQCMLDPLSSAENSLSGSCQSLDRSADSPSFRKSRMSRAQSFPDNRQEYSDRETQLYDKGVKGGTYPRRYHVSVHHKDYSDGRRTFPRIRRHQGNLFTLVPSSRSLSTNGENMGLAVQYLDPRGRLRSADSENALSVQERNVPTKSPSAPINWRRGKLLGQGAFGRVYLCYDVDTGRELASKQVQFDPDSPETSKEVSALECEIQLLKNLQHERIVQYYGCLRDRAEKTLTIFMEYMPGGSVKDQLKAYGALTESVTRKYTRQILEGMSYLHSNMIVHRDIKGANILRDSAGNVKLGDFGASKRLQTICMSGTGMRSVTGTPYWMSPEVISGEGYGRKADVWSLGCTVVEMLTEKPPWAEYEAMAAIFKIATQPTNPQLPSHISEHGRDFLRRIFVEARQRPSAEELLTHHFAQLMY
MEKK2wt PB1 HTS = raises or lowers MEK5 binding to wildtype human MEKK2 PB1 domain; Q9Y2U5; bead flow cytometry, Alexa488-MEK5 binding to MEKK2 WT; actives lie on both sides; binding response (% of control), % at 10 µM; hit rate 1.1% among 290,000; in the data active = binding response below about 67% or above about 130%
CRFBP-R2 agonist = agonists of human CRF-binding protein/CRF-R2 receptor complex | AID 588473 | HEK293 CRF-R2/CRF-BP, calcium dye fluorescence (FLIPR); percent of saturating CRF peptide response | hit rate 0.46% among 350,000 | activation, % at 13.2 µM;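 active = activation of at least 50%, plus an integration ratio under a set limit after plate pattern correction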;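 note: plate controls were neutral control wells without compound for no effect and CRF at EC100 for full effect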
GalR3 antagonist = blocks the human galanin receptor 3; HEK293 GalR3-CNG cAMP membrane potential fluorescence; galR3 body fused to GalR1 C-terminus; inhibition, % at 3 µM; hit rate 0.44% among 360,000;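 active = inhibition above the screen-wide average plus 3 SD, cut at about 13% in these data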;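 note: forskolin and galanin both at EC90 stimulate the cells; cAMP rise reported by CNG channel membrane potential dye signal; 0% = forskolin plus galanin with DMSO and 100% = forskolin alone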
Target sequence (O60755 1-299 limits assumed): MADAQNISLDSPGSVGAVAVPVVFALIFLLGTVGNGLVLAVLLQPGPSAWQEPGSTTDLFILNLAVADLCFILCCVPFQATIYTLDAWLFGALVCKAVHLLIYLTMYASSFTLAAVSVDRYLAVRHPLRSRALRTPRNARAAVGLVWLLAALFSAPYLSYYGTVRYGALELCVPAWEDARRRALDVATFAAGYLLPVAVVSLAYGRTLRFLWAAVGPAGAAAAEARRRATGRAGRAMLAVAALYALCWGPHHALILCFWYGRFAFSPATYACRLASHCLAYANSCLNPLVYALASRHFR
MEKK2mut PB1 HTS = signal of MEK5 binding to mutant human MEKK2 PB1 domain; percent response, % at 10 µM; hit rate 0.35% among 290,000; bead flow cytometry, Alexa488-MEK5 binding to MEKK2 mutant; in the data active = percent response above about 24%, passing the limit was not always enough; note: inactives centre near 1; some results filed as inactive read as strong as hits
CRFBP-R2 block = blocks CRF-induced signaling of the CRF-BP/CRF-R2 complex | HEK293 CRF-R2/CRF-BP, CRF-induced calcium fluorescence | inhibition, % at 11.8 µM | hit rate 0.59% among 350,000;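 active = inhibition of the ligand-induced calcium signal above about 50% at the single tested concentration, limit read from the data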
SUMO HTRF inh = inhibitors of human SUMOylation (UBC9). HTRF SUMOylation assay, SAE1/SAE2 + UBC9, in vitro. inhibition, % at 35 µM. hit rate 0.36% among 290,000; in the data active = inhibition above about 50%, passing the limit was not always enough; note: strong numbers were not always called active
Target sequence (P63279 whole entry, looked up): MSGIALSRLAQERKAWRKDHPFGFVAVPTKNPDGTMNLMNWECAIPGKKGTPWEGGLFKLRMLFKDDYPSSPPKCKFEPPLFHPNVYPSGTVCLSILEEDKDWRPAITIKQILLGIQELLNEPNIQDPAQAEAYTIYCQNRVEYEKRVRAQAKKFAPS
HCV NS3 hel inh = HCV NS3 helicase inhibition. NS3 helicase DNA unwinding, Cy5 molecular beacon fluorescence. inhibition, % at 10.9 µM. hit rate 0.56% among 290,000;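 active = inhibition above the mean of all tested compounds plus 3 SD, set per campaign, cut at about 35% in these data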;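 note: 0% = DMSO wells and 100% = thioflavine S control wells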
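System: NS3 helicase fragment of HCV / Schedule: 1 h at 25 °C / Control set: DMSO alone as 0% and 110 µM thioflavine S as 100% / Reagent: Cy5/quencher beacon DNA duplex and ATP to start / Technique: Cy5 fluorescence / Replication: singlicate / Evaluation: % inhibition of end-to-start signal ratio versus controls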
FID counter = counter-screen for HCV NS3 helicase inhibitors: DNA intercalator displacement | DNA fluorescent intercalator displacement, fluorescence | inhibition, % at 7.9 µM | hit rate 0.17% among 290,000; in the data active = inhibition above about 37%;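 note: 0% = vehicle and 100% = reference compound; higher means more ethidium bromide displaced from hairpin DNA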
* = called active by the depositor; / = no result given; [ ] = another dose, or the depositor's remark.

The opening three records, ahead of the listing:
1	CCC(C)Nc1nc(CN2CCOCC2)nc2sc3c(c12)CCC3 (stereo unspecified)
2	COc1ccc(OCC(=O)N/N=C/C2CC=CCC2)cc1 (stereo unspecified)
3	COc1cc(/C=C/C(=O)OCC(=O)N2CCC(Cc3ccccc3)CC2)ccc1O
compound no.	1	2	3
HCV NS3 hel inh	2	-12	-2
MEKK2wt PB1 HTS	98	88	99
CRFBP-R2 agonist	-0.2	-4.3	-0.3
GalR3 antagonist	-4	-3	0
MEKK3 PB1 HTS	97	96	105
FID counter	-16	-10	-28
SUMO HTRF inh	-1	-8	4
MEKK2mut PB1 HTS	-3	-12	3
CRFBP-R2 block	19	-21	27

This part in full, repeating the preview:
1	CCC(C)Nc1nc(CN2CCOCC2)nc2sc3c(c12)CCC3 (stereo unspecified)
2	COc1ccc(OCC(=O)N/N=C/C2CC=CCC2)cc1 (stereo unspecified)
3	COc1cc(/C=C/C(=O)OCC(=O)N2CCC(Cc3ccccc3)CC2)ccc1O
4	CC(=O)c1cccc(Nc2c([N+](=O)[O-])c(=O)oc3ccccc23)c1
5	COC(=O)c1ccc(Cn2nnc3c(=O)[nH]c(C4CCCN(S(=O)(=O)c5ccccc5Cl)C4)nc32)cc1 (stereo unspecified)
6	CC(C)CCOP(=O)(c1ccc(N(C)C)cc1)C(O)c1ccc(N(C)C)cc1 (stereo unspecified)
7	COc1ccccc1N1CCN(c2nc3ccccc3nc2C(C#N)C(=O)OC(C)C)CC1 (stereo unspecified)
8	Cc1ccc(S(=O)(=O)N2CCN(C(C)C)CC2)cc1
9	O=[N+]([O-])c1cc(S(=O)(=O)Nc2cccc(Cl)c2)ccc1N/N=C/c1ccc(N2CCOCC2)cc1
10	CCS(=O)(=O)N1CCN(c2ccc([N+](=O)[O-])c(NCC3CCCO3)c2)CC1 (stereo unspecified)
compound no.	1	2	3	4	5	6	7	8	9	10
HCV NS3 hel inh	2	-12	-2	5	4	-17	1	-8	-4	1
MEKK2wt PB1 HTS	98	88	99	97	96	102	92	104	84	102
CRFBP-R2 agonist	-0.2	-4.3	-0.3	-0.4	1.4	-2.4	0.7	0.8	-2.2	-1.9
GalR3 antagonist	-4	-3	0	0	-1	-12	-2	-4	-3	-7
MEKK3 PB1 HTS	97	96	105	100	100	111	98	103	88	105
FID counter	-16	-10	-28	3	-14	-37	-9	0	0	0
SUMO HTRF inh	-1	-8	4	4	7	-1	-2	-2	23	3
MEKK2mut PB1 HTS	-3	-12	3	-3	0	9	0	3	-1	1
CRFBP-R2 block	19	-21	27	4	-4	2	0	34	-13	5

11	CC1CCCCN1C(=O)COc1ccc(NC(=O)c2ccco2)cc1 (stereo unspecified)
12	COc1ccc(C2N(c3cc(Cl)ccc3OC)C(=O)C3CCCN32)cc1OC (stereo unspecified)
13	O=C(NCc1ccc(F)cc1)C(c1ccc(Cl)cc1)N(C(=O)c1csnn1)C1CC1 (stereo unspecified)
14	CC(=O)c1cc(C#N)c(SCC(=O)OC(C)C)nc1C
15	CCc1ccc(Nc2nnc(SCC(=O)Nc3ccc(C(=O)O)cc3)s2)cc1
16	CCOC(=O)c1c[nH]c2c(C)cc(C)cc2c1=O
17	O=C(CCc1nnc2n(Cc3ccccc3Cl)c(=O)c3ccccc3n12)NCCCN1CCOCC1
18	CCOC(=O)c1cnc(SCC(=O)Nc2cc(C(F)(F)F)ccc2N2CCOCC2)nc1N
19	Cc1cc(NC(=O)c2ccc(Cl)c([N+](=O)[O-])c2)no1
20	O=C(OCC(=O)N1CCN(S(=O)(=O)c2ccccc2)CC1)c1ccc([N+](=O)[O-])o1
compound no.	11	12	13	14	15	16	17	18	19	20
HCV NS3 hel inh	-3	-1	-10	-5	9	3	0	0	1	12
MEKK2wt PB1 HTS	101	102	102	102	95	97	102	103	102	83
CRFBP-R2 agonist	0.9	1.3	0.1	1.6	-0.5	-2.4	-1.4	0.8	1.2	-0.3
GalR3 antagonist	-8	-2	-11	-1	-9	-3	-7	-2	0	5
MEKK3 PB1 HTS	104	102	101	99	97	102	103	105	101	83
FID counter	-10	-3	-27	-6	-22	-1	10	5	-1	2
SUMO HTRF inh	7	-3	0	9	18	-15	12	9	17	15
MEKK2mut PB1 HTS	-3	1	4	-2	-8	-1	5	3	-2	-15
CRFBP-R2 block	5	14	-12	-19	9	-5	-14	8	-18	15

Another view of three compounds above.
Second line of a record – HCV NS3 hel inh, MEKK2wt PB1 HTS, CRFBP-R2 agonist, GalR3 antagonist, MEKK3 PB1 HTS, FID counter, SUMO HTRF inh, MEKK2mut PB1 HTS, CRFBP-R2 block
#17 O=C(CCc1nnc2n(Cc3ccccc3Cl)c(=O)c3ccccc3n12)NCCCN1CCOCC1
→ 0, 102, -1.4, -7, 103, 10, 12, 5, -14
#14 CC(=O)c1cc(C#N)c(SCC(=O)OC(C)C)nc1C
→ -5, 102, 1.6, -1, 99, -6, 9, -2, -19
#18 CCOC(=O)c1cnc(SCC(=O)Nc2cc(C(F)(F)F)ccc2N2CCOCC2)nc1N
→ 0, 103, 0.8, -2, 105, 5, 9, 3, 8

The results go on.
21	O=C(COc1ncnc2ccccc12)NC(=O)NCc1ccccc1
22	NS(=O)(=O)c1cccc(NC(=O)c2cccc3c(Br)cccc23)c1
23	CCc1ccc(-c2cc3c(=O)n(CC(=O)NCCCN4CCC(Cc5ccccc5)CC4)nc(C)n3n2)cc1
24	COCc1c(C(=O)Nc2ccc(Cl)cc2F)oc2ccccc12
25	CC(C(=O)Nc1ccc(C(=O)O)c(O)c1)N1C(=O)/C(=C\c2ccco2)SC1=S (stereo unspecified)
26	O=C(Nc1cccc2ccccc12)c1cnsn1
27	COC(C(=O)NC(C(C)C)C(C)C)c1ccccc1 (stereo unspecified)
28	COc1ccc(C)cc1NC(=O)c1ccccc1N(C)S(=O)(=O)c1ccccc1
29	O=C(c1ccccc1)c1cccc(NC(=O)c2ccc(Br)o2)c1
30	Cc1ccnc(NC(=O)CCc2c(C)nc3ncnn3c2C)c1
compound no.	21	22	23	24	25	26	27	28	29	30
HCV NS3 hel inh	-5	0	-25	-15	24	-4	-6	-12	0	-3
MEKK2wt PB1 HTS	98	97	203*	92	95	95	99	102	124	96
CRFBP-R2 agonist	-1.9	2.3	2.2	-2.9	-0.6	-1.4	0.2	-0.9	-0.5	-0.2
GalR3 antagonist	-4	-6	1	-6	/	-5	-2	-10	-5	-3
MEKK3 PB1 HTS	91	108	110	97	102	102	112	99	116	102
FID counter	-13	-2	1	-5	-14	6	-4	-29	-9	-3
SUMO HTRF inh	/	4	-6	-4	57*	3	3	-2	-10	2
MEKK2mut PB1 HTS	-2	0	29*	-4	2	-8	-1	2	8	-2
CRFBP-R2 block	21	-17	101*	-31	0	7	-13	14	23	14

31	COc1ccc(NC(=O)c2cccc3cccnc23)cc1S(N)(=O)=O
32	Cc1ccc2c(ccn3cc4c(c(=O)n(C)c(=O)n4C)c23)c1
33	O=C(O)c1cc(N2C(=O)C3CCCCC3C2=O)ccc1NCc1cccnc1 (stereo unspecified)
34	S=c1[nH]nc(C23CC4CC(CC(C4)C2)C3)n1Cc1ccco1
35	COc1ccc(NS(=O)(=O)c2cc(NC(=O)CC3CCCC3)ccc2N2CCOCC2)cc1
36	CN1c2ccccc2C(=O)/C(=C\Nc2ccc(F)cc2F)S1(=O)=O
37	CC(C)C(C)NC(=O)COc1ncnc2sccc12 (stereo unspecified)
38	O=C(N/N=C/c1ccccc1OC(=O)c1ccc2c(c1)OCO2)c1ccccc1
39	CC1=CC=CC2=N/C(=N\S(=O)(=O)c3ccc(F)cc3F)c3ccccc3CN12
40	O=C(CCCCCN1C(=O)c2cccc3cccc(c23)C1=O)N1CCOCC1
compound no.	31	32	33	34	35	36	37	38	39	40
HCV NS3 hel inh	5	6	2	-2	-12	13	-13	1	3	0
MEKK2wt PB1 HTS	111	92	94	91	94	103	92	102	101	99
CRFBP-R2 agonist	-1.6	-2.0	4.8	0.1	0.8	0.7	-0.6	1.0	-1.1	-1.6
GalR3 antagonist	-6	0	5	-6	-6	-4	-7	3	-6	-9
MEKK3 PB1 HTS	103	106	97	92	99	98	96	109	101	100
FID counter	-10	-2	-30	-17	-25	-6	4	-14	-13	-35
SUMO HTRF inh	7	6	10	23	-23	23	7	6	-3	-4
MEKK2mut PB1 HTS	2	-7	-4	-2	-3	-1	-1	-1	0	-2
CRFBP-R2 block	8	18	-21	3	3	-14	1	9	12	-4

41	Cc1ncc(CSc2nc3ccccc3[nH]2)c(N)n1
42	Cc1c(N2C(=O)/C(=C\c3ccccc3O)SC2=S)c(=O)n(-c2ccccc2)n1C
43	Cc1sc2ncn(CC(=O)N3CCOCC3)c(=O)c2c1-c1ccccc1
44	CCOC(=O)CC(NC(=O)c1cc2cc(Cl)cc(Cl)c2oc1=O)c1cccc([N+](=O)[O-])c1 (stereo unspecified)
45	COc1ccc2c(c1)CCc1c(C(=O)NCCc3ccc(OC)c(OC)c3)noc1-2
46	N#Cc1ccsc1NC(=O)COc1ccc(-c2nnco2)cc1
47	O=C(N/N=C/c1cn(-c2ccccc2)nc1-c1cccnc1)c1cccnc1
48	COc1ccccc1CN(C)CC(=O)Nc1cccc2ccccc12
49	O=C(COc1ccc2c3c(c(=O)oc2c1)CCC3)NCCN1CCOCC1
50	CC(C#N)Sc1nc2ccccc2c(=O)n1-c1ccccc1 (stereo unspecified)
compound no.	41	42	43	44	45	46	47	48	49	50
HCV NS3 hel inh	-4	4	0	0	-5	4	-2	-4	22	-9
MEKK2wt PB1 HTS	106	92	99	79	108	91	93	97	100	101
CRFBP-R2 agonist	0.6	0.9	4.0	0.6	0.0	-0.2	-4.1	-0.3	1.9	-1.0
GalR3 antagonist	-8	4	-6	5	-5	1	-7	-8	4	0
MEKK3 PB1 HTS	104	97	96	53*[inhibitor]	106	82	95	100	100	102
FID counter	-2	2	1	2	-18	-2	-43	-9	3	-13
SUMO HTRF inh	0	1	22	7	-8	16	-22	6	-2	13
MEKK2mut PB1 HTS	3	-1	-2	1	5	5	-11	1	-4	1
CRFBP-R2 block	-5	7	4	-12	14	6	-12	-4	-4	-12

51	CN(C)CCNCc1ccccc1OC1CCCC1
52	COC(=O)c1cc(-c2ccc(C)o2)nc2ccccc12
53	Cc1ccccc1-n1c(C)cc(/C=C(\C#N)C(=O)NCC2CCCO2)c1C (stereo unspecified)
54	COc1ccc(NC(=O)CSc2cn[nH]n2)cc1OC
55	Nc1ccc[n+](CC(=O)c2ccccc2)c1
56	CCc1cc(C(=O)N2CCCC(C(=O)c3ccc(Cl)cc3)C2)no1 (stereo unspecified)
57	O=C(NC1CCCC1)C(c1ccncc1)N(C(=O)c1ccco1)c1ccc(F)c(Cl)c1 (stereo unspecified)
58	COc1ccc(-c2cc(C(F)F)n3ncc(C(=O)Nc4cccc(S(=O)(=O)N5CCOCC5)c4)c3n2)cc1
59	O=C(Nc1sc2c(c1C(=O)O)CCCC2)C(=O)N1CCOCC1
compound no.	51	52	53	54	55	56	57	58	59
HCV NS3 hel inh	-8	3	1	-5	2	-2	2	-4	6
MEKK2wt PB1 HTS	95	102	94	100	116	99	97	100	103
CRFBP-R2 agonist	1.0	-4.0	-4.3	-0.1	0.5	-1.2	1.1	-0.2	0.7
GalR3 antagonist	-4	-1	-2	-10	-9	-2	-11	-3	-3
MEKK3 PB1 HTS	76	100	99	103	108	99	98	92	104
FID counter	14	-2	-32	-3	-1	-33	-26	-1	-35
SUMO HTRF inh	13	13	-2	15	8	12	1	26	15
MEKK2mut PB1 HTS	-6	-1	-3	5	16	3	-5	0	3
CRFBP-R2 block	-15	23	-1	0	-7	-1	8	5	-3

Screening results deposited in PubChem by several laboratories.

Not all compounds are listed; rates above refer to the full screens.
